# Screens: PubChem, Broad Institute
# ERAP1 HTS inh: inhibitors of human ERAP1 aminopeptidase. Q9NZ08. recombinant ERAP1, Leu-AMC fluorescence, 60 min. inhibition, % at 10.7 µM. 0.15% of 340,000 active;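 active = mean replicate inhibition of at least 30%, or all replicates individually reaching that 30% level; inactive = mean below 30% and not every replicate reaching it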;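 note: 0% = neutral control wells and 100% = L-leucinethiol positive control wells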
# Target sequence (Q9NZ08 whole entry, looked up): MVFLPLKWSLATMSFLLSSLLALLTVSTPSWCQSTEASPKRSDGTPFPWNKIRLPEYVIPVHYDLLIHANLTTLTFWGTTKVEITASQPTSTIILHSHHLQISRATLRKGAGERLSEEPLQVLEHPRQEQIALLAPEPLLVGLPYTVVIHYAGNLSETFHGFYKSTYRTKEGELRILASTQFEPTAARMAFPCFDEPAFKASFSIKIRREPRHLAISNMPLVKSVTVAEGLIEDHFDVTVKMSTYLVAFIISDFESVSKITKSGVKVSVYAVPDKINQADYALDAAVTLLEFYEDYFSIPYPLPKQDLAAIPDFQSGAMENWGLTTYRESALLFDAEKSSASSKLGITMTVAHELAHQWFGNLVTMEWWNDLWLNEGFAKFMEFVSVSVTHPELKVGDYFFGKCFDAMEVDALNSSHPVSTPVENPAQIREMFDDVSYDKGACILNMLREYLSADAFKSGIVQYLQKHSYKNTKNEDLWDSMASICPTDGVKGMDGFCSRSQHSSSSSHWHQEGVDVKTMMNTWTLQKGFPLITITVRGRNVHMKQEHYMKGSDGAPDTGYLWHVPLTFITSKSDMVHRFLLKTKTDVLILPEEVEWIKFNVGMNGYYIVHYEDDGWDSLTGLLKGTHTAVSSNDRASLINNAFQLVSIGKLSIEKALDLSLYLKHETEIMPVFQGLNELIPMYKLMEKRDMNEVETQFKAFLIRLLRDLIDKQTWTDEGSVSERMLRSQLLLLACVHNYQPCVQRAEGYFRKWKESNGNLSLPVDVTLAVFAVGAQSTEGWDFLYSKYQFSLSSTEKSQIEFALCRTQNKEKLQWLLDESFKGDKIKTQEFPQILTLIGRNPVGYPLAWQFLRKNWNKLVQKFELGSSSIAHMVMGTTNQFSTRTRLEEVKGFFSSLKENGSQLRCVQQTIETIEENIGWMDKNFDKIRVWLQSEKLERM
# S100A4 MyoIIA: blocks human S100A4 binding to myosin IIA peptide; S100A4/TAMRA-MyoIIA peptide fluorescence polarization; inhibition, % at 10.7 µM; 0.14% of 360,000 active;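 active = mean inhibition of at least 70% across replicates, with every replicate also reaching that level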
# Target sequence (P26447 whole entry, looked up): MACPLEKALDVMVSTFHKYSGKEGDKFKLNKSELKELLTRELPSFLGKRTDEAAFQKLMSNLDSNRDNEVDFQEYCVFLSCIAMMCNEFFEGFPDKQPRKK
#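 Compound dosing: one dose per compound; test system: human S100A4 monomer with TAMRA-labelled myosin IIA peptide; probe or stimulus: TAMRA-labelled myosin IIA heavy-chain peptide probe, 5 nM; medium: HEPES buffer with Ca2+, pH 7.2; schedule: 5 min incubation before reading; benchmarks: neutral control DMSO, positive control TFP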
# RAD52 inh: blocks human RAD52 DNA annealing | P43351 | recombinant RAD52 DNA annealing, FRET fluorescence | 0.46% of 360,000 active | inhibition, % at 18.7 µM;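 active = every replicate showing at least 50% inhibition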
# ERp5 inh: inhibitors of human ERp5; 0.05% of 350,000 active; inhibition, % at 9.99 µM; Q15084; ERp5 insulin aggregation, absorbance 650 nm, 90 min;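 active = mean replicate inhibition above about 25%, with every replicate also reaching it, limit read from the data, passing the limit was not always enough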
# RAD54 branch: blocks human RAD54 Holliday junction branch migration; Q92698; FAM/BHQ fluorescence; inhibition, % at 10.4 µM; 0.14% of 360,000 active; AID 602329;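 active = mean normalized replicate activity at least 40 and at least half of replicates scoring 40 or more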;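 note: 0% = median of neutral control wells and 100% = median of positive control wells; inhibitors cause a drop in the FAM fluorescence signal; in these data hits start at about 50%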
# XiGFP reactiv: reactivates the inactive X chromosome in mouse fibroblasts; XiGFP mouse fibroblasts, % GFP-positive cells imaging, 3 d; cells co-treated with 5-aza-dC sensitizer; scaled so ellipticine positive control = 100%; 0.055% of 360,000 active; AID 743238; activation, % at 7.58 µM;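 active = mean normalized replicate activation at least 10% and every replicate at or above 10%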;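 note: 0% = median of on-plate neutral control wells and 100% = ellipticine 6 µM median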
#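 Assay system: SV40-immortalized XiGFP fibroblast cells, line 68-5-11; buffer or medium: DMEM plus 5-aza-dC sensitizer; compound: one concentration, pinned; timing: compounds 3 days, fix/stain 15 min at room temperature; benchmarks: positive control ellipticine, 6 µM final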
# E-selectin induc: induces E-selectin expression in human endothelial cells; P16581; HUVEC E-selectin immunofluorescence imaging; normalized: neutral wells 0, TNF-alpha wells 100; activation, % at 7.58 µM; 0.37% of 260,000 active;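 active = mean E-selectin-positive cell signal at least 10% of the positive control, reached in at least 60% of replicates, without over 20% cell loss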;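 note: in these data hits start at about 27%; measured in HUVEC primary endothelial cells; signal is the percent of cells scored E-selectin positive by PE staining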
#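 assay system = HUVEC, human umbilical vein endothelial cells | input = 3,000 HUVEC seeded per well | medium = EGM-2 growth medium on 0.1% gelatin-coated wells | dosing = one compound dose added by pin transfer | signal = immunofluorescence imaging | read-out basis = % PE-positive cells | control set = TNF-alpha, DMSO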
# esBAF inh: SWI/SNF esBAF complex inhibition | mouse ES cells, Bmi1-luciferase knock-in reporter, 24 h; 100% = twice the neutral-well signal | reporter increase, % at 12.5 µM | 2% of 350,000 active; in the data active = activation above about 40%;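 note: 0% = median of the plate's neutral control wells and 100% = double that signal; a rise in the Bmi1 reporter signal indicates esBAF inhibition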
# * marks the source's active call; other numbers are inactive results; . = no result given; & = joins results of further samples.
# Each structure is followed by: ERAP1 HTS inh	S100A4 MyoIIA	RAD52 inh	ERp5 inh	RAD54 branch	XiGFP reactiv	E-selectin induc	esBAF inh
COCCCNC(=O)c1ccccc1N(Cc1ccccc1)S(=O)(=O)c1ccccc1
→ 12	1	-7	-1	2	0.0	.	0
COc1ccc(NC(=O)COC(=O)CCNS(=O)(=O)c2ccc(Cl)cc2)cc1
→ -1	11	-22	-10	.	0.9	2.7	-8
CCc1ccc(N(CC(=O)NC2CCCCC2)C(=O)CCC(=O)Nc2ccccn2)cc1
→ -2	3	-5	4	7	0.0	.	1
O=c1oc2ccc(Cl)cc2cc1-c1nnc(Nc2cccc(C(F)(F)F)c2)s1
→ 2	-2	-95	-6	0	0.1	0.6	-18
CN1CCN(c2cc(-c3ccc4ccccc4c3)nc3ccnn23)CC1
→ -4	19	11	-2	14	0.1	15	3
CC(C)c1ccc(CNc2c([N+](=O)[O-])c(=O)oc3ccccc23)cc1
→ 1	3	-15	5	5	0.4	.	6
Cc1c(Cl)cccc1NC(=O)c1ccco1
→ 0	0	-3	-1	5	0.2	.	6
COC(=O)C[C@@H]1C[C@@H]2c3cc(NC(=O)Nc4ccc(F)cc4)ccc3O[C@@H]2[C@H](CO)O1
→ .	.	.	.	-4	-0.1	-0.1	6
C[C@@H]1CN([C@@H](C)CO)C(=O)c2cc(C#CCc3ccccc3)cnc2O[C@H]1CN(C)C(=O)C1CC1
→ 0	19	5	5	4	-1.0	-0.3	-2
COc1ccc(-c2csc(NC(=O)c3ccccc3S(C)(=O)=O)n2)cc1
→ -3	-4	-8	2	.	-0.1	0.3	.
CC(C)(C)OC(=O)Nc1ccccc1-n1nnnc1C(C(=O)c1ccccc1)N1CCN(c2ccccn2)CC1 (configuration not stated)
→ .	-2	-53	-5	.	0.0	6.0	.
CC(C)CNC(C)C(=O)Nc1ccc(S(N)(=O)=O)cc1 (configuration not stated)
→ 4	3	-18	2	.	0.0	.	.
COc1cccc(C(NC(C)=O)c2nc(-c3ccc(F)c(Cl)c3)cs2)c1 (configuration not stated)
→ -1	2	-8	1	0	0.3	-0.1	13
CCS(=O)(=O)N[C@@H]1C=C[C@H](CC(=O)NCc2ccc(Cl)cc2)O[C@H]1CO
→ 2	-3	-22	1	-1	0.1	-0.1	-1
O=C(O)CC1SC(N/N=C/c2ccc(Br)cc2)NC1=O (configuration not stated)
→ -1	-4	-14	-2	.	-0.9	.	.
C/C(=N\OCC(=O)NCC(F)(F)F)c1cc2ccccc2o1
→ -2	-1	-4	13	.	0.2	.	.
CCCCOC(=O)C1C2C=CC3(CN(CCc4ccccc4)C(=O)C13)O2 (configuration not stated)
→ .	0	-4	5	-5	0.2	-0.3	8
CCC(C)(C)C1CCc2[nH]nc(C(=O)NC(C)C)c2C1 (configuration not stated)
→ -1	5	-1	-1	6	0.1	0.9	-4
O=C(c1ccc2c(c1)OCO2)N1C[C@@H]2[C@H](c3ccccc31)[C@@H](CO)N2Cc1ccc2c(c1)OCO2
→ 5	0	-2	-1	-5	0.1	0.2	-2
O=C(C[C@@H]1CC[C@@H]2[C@H](COC[C@@H](O)CN2Cc2cc(F)ccc2F)O1)NCc1ccc(F)cc1
→ -1	-2&1	-1&-15	-1&-5	-11	0.1&0.0	0.0&-1.9	-5
CCCCN(CC(O)COc1cccc(C)c1)CC(O)COc1cccc(C)c1 (configuration not stated)
→ 3	-5	1	3	-16	0.3	0.2	-4
COc1ccc(N2C(=O)N3[C@H](c4cccc(C)c4)[C@@H]4C(=O)N(Cc5ccccc5)C(=O)[C@@H]4[C@]3(Cc3ccccc3)C2=O)cc1
→ -1	0	-14	0	.	0.3	-0.1	.
Cc1ccc(Sc2cc(C(=O)NCCCN(C)C)c3ccccc3n2)cc1
→ -2	-1	6	3	3	0.0	.	-4
C[C@H](CO)N1C[C@H](C)[C@H](CN(C)Cc2ccc(C(F)(F)F)cc2)Oc2ccc(NC(=O)CCC(F)(F)F)cc2C1=O
→ 2	-1	-13	1	4	-0.2	-12	-5
CCN(CC)S(=O)(=O)c1ccc2c(c1)oc(=O)n2CC(=O)N(C)C1CCCCC1
→ 2	1	-12	-4	7	-0.1	.	-2
O=C(Nc1ccccc1F)N[C@H]1CC[C@@H](CCNS(=O)(=O)c2ccccc2)O[C@H]1CO
→ 2	2	10	0	-4	0.0	0.0	0
COCCOC(=O)c1c(C)oc2ccc(OCc3ccccc3)cc12
→ 0	-2	0	5	.	0.2	0.0	.
CC(C)C(C(=O)NCC1CCCO1)N(CC1CCCO1)C(=O)CNS(=O)(=O)c1ccccc1 (configuration not stated)
→ 0	1	-10	1	0	0.0	.	4
Cc1nnsc1S(=O)c1ccc(F)cc1 (configuration not stated)
→ -1	-14	-14	-2	-15	-0.1	0.1	-7
CCCNC(=O)C(=O)N/N=C/c1cccs1
→ 3	-5	3	-6	-1	0.0	.	.
O=C(c1ccc(CSc2ccccc2)cc1)N1CCN(c2ccccc2)CC1
→ 1	-5	-1	0	6	0.2	0.1	-1
C[C@@H]1CN([C@@H](C)CO)S(=O)(=O)c2ccc(C#CC3CC3)cc2O[C@@H]1CN(C)Cc1ccccc1F
→ .	.	.	.	-22	1.0	-0.5	5
COc1ccc(C2/C(=C(/O)c3ccc4c(c3)CC(C)O4)C(=O)C(=O)N2CCN2CCOCC2)cc1OC (configuration not stated)
→ -4	-1	-6	1	-8	-0.1	1.5	-12
Cc1ccc(S(=O)(=O)Nc2ccc3c(c2)C(=O)N([C@@H](C)CO)C[C@@H](C)[C@@H](CN(C)Cc2ccc(C(F)(F)F)cc2)OCCCC[C@H](C)O3)cc1
→ -1	-1	-18	0	-4	0.0	.	-1
COc1ccc(CNC(=O)C2CCN(c3cc(C(=O)Nc4cccc(OC)c4)ccn3)CC2)cc1
→ 13	-4	-17	3	-7	0.0	.	6
C[C@@H]1CN([C@@H](C)CO)C(=O)Cc2cc(NC(=O)c3ccncc3)ccc2O[C@H]1CN(C)S(=O)(=O)c1ccccc1
→ 5	-11	-2	1	-1	0.2	0.0	0
O=S(=O)(NC[C@H]1[C@H](c2ccccc2)[C@@H](CO)N1CC1CC1)c1ccccc1
→ .	.	-31	.	0	0.4	-0.3	2
Cc1ccc(CC2CC(=O)N(c3cc(C)on3)C2=O)cc1 (configuration not stated)
→ 5	0	-11	1	-3	-0.1	-1.2	-8
COc1ccc(NC(=O)CSc2nnc(-c3cc(C)[nH]n3)n2N)cc1OC
→ 1	2	-11	-1	-6	0.1	.	1
CCOc1ccc(C2OCCC(C)O2)cc1OC (configuration not stated)
→ -4	0	13	5	-5	0.1	0.2	-2
CO[C@H](CN(C)S(=O)(=O)c1ccc(Cl)cc1)[C@@H](C)CN([C@H](C)CO)S(=O)(=O)c1cccc(Cl)c1
→ -3	0	1	-1	4	0.3	0.4	4
CCOc1cc(/C=N\NC(=O)OC(C)(C)C)ccc1OC(=O)c1ccco1
→ 1	-5	-6	3	.	0.0	.	.
CC(C)CC#Cc1ccc2c(c1)O[C@H](CN(C)Cc1cccnc1)[C@H](C)CN([C@H](C)CO)S2(=O)=O
→ 0	3	3	-3	-6	-0.8	0.0	-2
COc1ccccc1NS(=O)(=O)c1cc(NC(=O)Cn2cnc3c2c(=O)n(C)c(=O)n3C)ccc1C
→ 6	0	1	6	.	-0.2	-2.9	.
CC(=O)n1cc(/C=N/NC(=O)c2cccc(O)c2)c2ccccc21
→ 2	-5	-35	2	14	0.1	-0.2	38
CCN(CC)S(=O)(=O)c1ccc(N2CC(C(=O)NCCc3c[nH]c4ccccc34)CC2=O)cc1 (configuration not stated)
→ -8	-15	-10	-7	.	0.1	-0.1	.
COc1cc(OC)c(C(=O)OCC(=O)Nc2ccccc2Cl)cc1OC
→ 4	-4	-12	1	9	0.0	0.6	-4
Cc1ccc(CNC(=O)[C@]2(C)CCC[C@@]3(C)C4CC[C@@]5(C)C[C@]4(CCC32)CC5=O)cc1 (some centres not stated)
→ 0	-1	-5	0	-1	0.1	1.0	-10
O=c1c2c3c(sc2ncn1/N=C/c1ccc([N+](=O)[O-])o1)CCCC3
→ 4	-1	-22	-5	5	.	.	-13
CCCCOCCCNC(=O)C1c2ccccc2Oc2ccccc21
→ -7	2	-3	0	10	0.0	.	1

# The listing continues.
# Each structure is followed by: ERAP1 HTS inh	S100A4 MyoIIA	RAD52 inh	ERp5 inh	RAD54 branch	XiGFP reactiv	E-selectin induc	esBAF inh
Cc1ccc(C(=O)N(CC(=O)NC2CCCC2)c2cccc(F)c2)s1
→ 3	-3	1	1	-6	0.1	-0.1	-6
O=C(CN1c2cccc3cccc(c23)S1(=O)=O)NCc1ccccc1Cl
→ 14	1	-22	5	6	-0.1	0.1	9
C[C@H]1CN([C@@H](C)CO)C(=O)c2cc(C#CCN(C)C)cnc2O[C@@H]1CN(C)C(=O)c1ccc(F)cc1
→ 2	4	-2	-1	3	-0.9	0.3	2
CCCC#Cc1ccc([C@@H]2[C@@H](CO)N3CCCCN(Cc4cncnc4)C[C@@H]23)cc1
→ -1	10	-9	-2	14	0.4	0.2	.
CC(C)CC1Nc2ncnc(N3CCN(c4ccccc4)CC3)c2N(Cc2ccc(Br)cc2)C1=O (configuration not stated)
→ -1	-11	-45	-6	-26	0.1	0.1	.
O=C(/C=C/Nc1ccc(Br)cc1F)c1ccccc1
→ 0	-2	0	7	.	0.0	-1.3	.
CCC1CCc2sc(C(=O)NCC(c3ccc(OC)cc3)N3CCCC3)cc2C1 (configuration not stated)
→ -3	-11	-233	3	1	0.1	0.8	-5
NC(=O)c1cc(NC(=O)COC(=O)CCCN2C(=O)c3cccc4cccc(c34)C2=O)cc(C(N)=O)c1
→ 2	0	-14	-4	.	0.1	-0.9	12
CNc1nc2c(c(=O)[nH]c(=O)n2C)n1CCCc1ccccc1
→ 1	9	0	2	1	0.0	0.1	-8
NC(=O)c1cccc(-c2coc3c(C(=O)NCc4ccccc4)cccc23)c1
→ 4	-3	-10	-7	0	0.1	-0.6	50*
CN(C)CCCNC(=O)c1ccc(-c2cc(O)c3ncccc3c2)cc1
→ 2	30	101*	-7	38	0.5	0.0	-2
COC(=O)C1CN(C(=O)C(C)Oc2ccc(C(C)C)cc2)c2ccccc2O1 (configuration not stated)
→ -2	-6	-15	-1	-2	0.2	1.1	-1
CCOC(=O)C1C(c2ccccc2)N(C)OC1(O)C(F)(F)F (configuration not stated)
→ 12	13	-8	0	.	0.0	.	.
CCN(c1ccc(OC)cc1)S(=O)(=O)c1nnc(NC(=O)C(C)C)s1
→ -2	-2	-7	4	-5	0.0	0.0	1
O=[N+]([O-])c1ccc(NC(=S)N2CCN(c3ccccn3)CC2)cc1
→ 0	-2	-5	1	-15	0.1	.	-4
CCCNC(=O)N(C)C[C@H]1Oc2ncc(-c3ccccc3)cc2C(=O)N([C@@H](C)CO)C[C@H]1C
→ -1	8	3	5	8	-1.3	0.3	1
COc1ccc2nc(SCC(=O)Nc3ccc4[nH]c(=O)[nH]c4c3)[nH]c2c1
→ 3	-3	-9	-2	1	0.0	-1.6	5
CO[C@@H]1CN(C)C(=O)c2ccc(NC(=O)C3CC3)cc2OC[C@@H](C)N(Cc2ccccc2)C[C@@H]1C
→ -7	-1	1	-1	15	0.0	-0.2	5
